# Assay outcomes deposited in PubChem by several laboratories.
# GLD-1 RNA inh = GLD-1/TGE RNA complex disruptors, primary screen, biochemical, fluorescence polarization; Female germline-specific tumor suppressor gld-1 (Caenorhabditis elegans), Q17339; purified GLD-1 + fluorescein TGE RNA; inhibition, % at 5.96 µM; actives 0.44% (n = 320,000); AID 2280, 2010;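 active = percent inhibition above a per-plate cutoff, the plate mean of test compounds plus 3 SD, cut at about 30% in these data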;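 also: 0% = DMSO wells with GLD-1 and probe and 100% = wells lacking GLD-1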
# MEX-5 binding = MEX-5 zinc finger RNA-binding disruptors – biochemical, C. elegans, fluorescence polarization, MLPCN library, primary screen. actives 0.38% (n = 300,000). activity score (negative = inhibition of binding), % at 10 µM. Zinc finger protein mex-5 (Caenorhabditis elegans), Q9XUB2. MEX-5/FITC-TCR2 RNA binding; hits give low values;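 active = inhibition past about -25% in most replicates, and total fluorescence under double the plate's negative control median, limit read from the data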;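 also: 0% = DMSO and -100% = 5 µM competing unlabeled TCR2 RNA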
# PAD4 FP inh = human PAD4 inhibitors, primary screen, biochemical, fluorescence polarization, 1536-well format. inhibition, % at 6.36 µM. AID 485272, 2010. Protein-arginine deiminase type-4 (Homo sapiens), Q9UM07. recombinant PAD4, RCA probe fluorescence polarization. actives 0.41% (n = 330,000);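 active = percent inhibition above a cutoff equal to the mean of all tested compounds plus 3 SD, cut at about 15% in these data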;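 also: 0% = PAD4 with RCA probe and DMSO and 100% = probe without PAD4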
# Target sequence (Q9UM07 whole entry, looked up): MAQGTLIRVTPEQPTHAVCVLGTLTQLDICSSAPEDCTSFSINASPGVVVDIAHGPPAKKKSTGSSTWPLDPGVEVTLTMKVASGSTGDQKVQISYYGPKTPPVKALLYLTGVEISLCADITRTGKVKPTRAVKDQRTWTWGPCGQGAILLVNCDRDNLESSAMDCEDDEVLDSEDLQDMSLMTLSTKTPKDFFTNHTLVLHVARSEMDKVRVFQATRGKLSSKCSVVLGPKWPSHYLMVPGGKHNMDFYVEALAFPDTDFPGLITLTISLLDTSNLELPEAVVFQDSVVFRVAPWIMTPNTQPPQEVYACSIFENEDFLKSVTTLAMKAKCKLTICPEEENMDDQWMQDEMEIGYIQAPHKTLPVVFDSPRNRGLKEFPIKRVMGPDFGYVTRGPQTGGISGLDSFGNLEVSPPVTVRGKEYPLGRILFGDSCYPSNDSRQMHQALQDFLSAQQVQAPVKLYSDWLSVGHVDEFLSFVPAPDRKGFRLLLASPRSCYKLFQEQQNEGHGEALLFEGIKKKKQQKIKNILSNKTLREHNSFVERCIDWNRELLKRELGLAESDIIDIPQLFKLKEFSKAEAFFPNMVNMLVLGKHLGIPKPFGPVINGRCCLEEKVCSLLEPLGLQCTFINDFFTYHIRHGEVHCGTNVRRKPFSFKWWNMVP
# PME-1 inh = PME-1 inhibitors via competitive probe labeling, primary screen, biochemical, fluorescence polarization, FP-Rh probe, HTS | Protein phosphatase methylesterase 1 (Homo sapiens), Q9Y570 | recombinant PME-1 | inhibition, % at 5.9 µM | actives 0.53% (n = 320,000) | AID 2130, 2009;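 active = inhibition above the campaign mean of all compounds plus 3 SD, cut at about 26% in these data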;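 also: competitive labeling of PME-1 active site by serine hydrolase directed probe; 0% = PME-1 with DMSO and 100% = wells lacking PME-1 enzyme; inhibitors block probe labeling so polarization falls and inhibition rises; many of its hits are not listed in these tables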
# Fam108B inh = mouse Fam108B serine hydrolase inhibitors, primary screen, counter-screen for RBBP9 inhibitor project, biochemical, fluorescence polarization. recombinant Fam108B, FP-Rh probe fluorescence polarization. AID 1947, 2009. inhibition, % at 9.51 µM. actives 0.33% (n = 300,000);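 active = inhibition above the screen mean inhibition plus 3 SD, computed separately per campaign, cut at about 18% in these data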;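 also: inhibitors lower polarization as less probe binds the enzyme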
# MCL1 BIM primary = inhibitors of MCL1 binding to BIM-BH3, primary screen, biochemical, fluorescence polarization. Induced myeloid leukemia cell differentiation protein Mcl-1 (Homo sapiens), Q07820. GST-MCL1 / FITC-Bim-BH3 fluorescence polarization. actives 0.68% (n = 320,000). inhibition, % at 10.9 µM. AID 2057, 2009;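 active = inhibition above the mean inhibition of all tested compounds plus 3 SD, set per campaign, cut at about 40% in these data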;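 also: 0% = DMSO wells and 100% = unlabeled Bim-BH3 peptide control; higher means more loss of mP so more displacement of Bim peptide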
# GSTO1 inh = inhibitors of recombinant GSTO1, primary screen, counter-screen for RBBP9 inhibitor project, biochemical, fluorescence polarization | activity-based probe fluorescence polarization | Glutathione S-transferase omega-1 (Homo sapiens), P78417 | actives 1.1% (n = 300,000) | inhibition, % at 5.96 µM;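 active = inhibition above the campaign mean inhibition plus 3 SD, cut at about 35% in these data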;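 also: 0% = GSTO1-1 with DMSO and 100% = wells lacking GSTO1-1 enzyme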
# TPT1 inh = Candida albicans TPT1 enzyme inhibitors, primary screen, biochemical, fluorescence polarization; tRNA 2'-phosphotransferase TPT1 (Candida albicans SC5314); inhibition, % at 5 µM; AID 1962, 2009; actives 0.81% (n = 300,000); recombinant caTPT1, FP RNA substrate dephosphorylation;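 active = inhibition above the mean of all tested compounds plus 3 SD, set per screening campaign, cut at about 24% in these data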;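 also: plate controls were DMSO alone for no effect and ferristatin control at 100 nM for full effect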
# BCLXL inh = inhibitors of human Bcl-xL, primary screen, biochemical, fluorescence polarization, HTS; actives 0.7% (n = 320,000); Bcl-2-like protein 1 (Homo sapiens), Q07817; AID 2129, 2009; inhibition, % at 10.9 µM; GST-Bcl-xL / FITC-Bim BH3 peptide fluorescence polarization;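 active = inhibition above the mean of all tested compounds plus 3 SD, cutoff set per campaign, cut at about 30% in these data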;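 also: 0% = DMSO wells and 100% = unlabeled Bim-BH3 peptide competitor; inhibitors lower millipolarization by displacing the labeled peptide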
# Target sequence (Q07817 whole entry, looked up): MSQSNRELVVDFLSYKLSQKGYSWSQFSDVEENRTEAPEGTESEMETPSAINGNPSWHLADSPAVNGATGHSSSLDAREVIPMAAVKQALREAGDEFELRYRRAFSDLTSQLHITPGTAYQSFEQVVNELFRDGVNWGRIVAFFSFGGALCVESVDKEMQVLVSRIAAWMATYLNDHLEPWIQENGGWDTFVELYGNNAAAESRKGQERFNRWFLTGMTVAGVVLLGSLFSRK
# An asterisk follows results filed as active; nt = no result given. Some of the compounds tested; count on the stated rates, not on these rows.
SMILES,GLD-1 RNA inh,MEX-5 binding,PAD4 FP inh,PME-1 inh,Fam108B inh,MCL1 BIM primary,GSTO1 inh,TPT1 inh,BCLXL inh
Cc1ccsc1/C=N/N=C1\C(=O)Nc2ccccc21,-2,0.5,-1,19,5,0,3,-3,6
Cc1ccc(C)c(N2CC(C(=O)Nc3nccs3)CC2=O)c1 (configuration not stated),-4,0.3,-9,-8,-2,-1,6,1,-1
NC(=O)c1cc(-c2csc(-c3cccnc3)n2)ccc1O,1,2.1,2,5,1,-3,1,0,-1
O=C(CN1C(=O)NC2(CCCCC2)C1=O)Nc1ccc2c(c1)CCC2,8,1.0,-3,-1,-1,1,7,2,-4
CCN1C(=S)N[C@@H](c2ccccc2)C(C(=O)OC)=C1C,5,1.1,1,1,1,2,4,3,1
Cc1ccc(S(=O)(=O)c2ccc(Cl)cc2)cc1S(=O)(=O)NC(C(=O)O)C(C)C (configuration not stated),-4,3.1,-1,4,6,2,6,1,2
COc1ccc(-n2cc([N+](=O)[O-])c(=O)c3ccc(Cl)cc32)cc1,3,-1.1,4,3,-2,-1,9,0,7
O=C(Cn1c(=O)n2ncnc2c2c3c(sc21)CCCC3)c1ccccc1,5,1.6,-8,4,1,-6,-2,0,0
CC(=O)N1CCN(C(=S)NC(=O)C23CC4CC(CC(C4)C2)C3)CC1,1,1.3,-3,2,-7,1,10,-3,0
Cc1cc(-c2ccccc2)nc(N(C)NC(=O)c2ccc(Cl)cc2)c1S(C)(=O)=O,8,-0.3,-4,2,-2,1,-9,-3,2
CCC(CC)C(=O)Nc1cccc(C(=O)Nc2nccs2)c1,6,0.3,-9,8,2,5,-7,0,4
CCOc1ccccc1NC(=O)c1sc2nc(C)nc(N3CCOCC3)c2c1C,-2,-2.4,-2,6,5,0,-1,1,5
COc1ccc(OCC(=O)N2CCN(c3cccc(Cl)c3)CC2)cc1,5,1.0,0,4,5,-1,3,1,3
O=C(O)CCCCCCCCCCCNC(=O)NC12CC3CC(CC(C3)C1)C2,1,nt,-3,-2,nt,1,nt,nt,3
CN(C)CCCN(C(=O)c1sc2ccccc2c1Cl)c1nc2c(F)cccc2s1,6,-0.4,-4,5,2,1,-2,0,2
CCCCC(CC)CNC(=O)c1cc2ccccc2c(=O)o1 (configuration not stated),0,-0.1,1,-7,2,2,-1,0,2
Cc1cc(C(F)(F)F)nn1CC(=O)N(C)C1CCCCC1,-6,2.8,-1,0,2,-1,3,3,7
CCN(CC(=O)Nc1c(C(=O)OC)[nH]c2ccccc12)c1ccc2c(c1)OCO2,3,-5.8,-4,5,8,37,11,-9,44*
COC(=O)c1cc2cc(OC)ccc2n1C,2,nt,-2,-2,nt,7,nt,nt,0
CCC1CCCCN1CCCNC(=O)c1ccc(/C=C2/Sc3ccccc3NC2=O)cc1 (configuration not stated),-10,-3.1,-10,-1,-4,3,-169,-1,4
CCN(CC)S(=O)(=O)c1ccc(N2CCN(c3ccccc3OC)CC2)c(N)c1,3,1.2,1,4,2,1,-1,1,2
COc1ccc(-c2cc(C(=O)O)c(C)o2)cc1OC,-1,-2.2,-3,-12,4,-3,10,0,5
COC(=O)/C=C/C(=O)N1CCN(c2ccccc2)CC1,3,-2.5,-1,1,1,0,1,-3,-1
COC(=O)CCn1c(C)cc(C(=O)COc2ccccc2C(N)=O)c1C,2,0.9,-1,-5,2,6,-7,0,5
COc1ccc(-c2csc(NC(=O)c3ccc(N4C(=O)CCC4=O)cc3)n2)cc1,0,0.5,-1,-3,-4,4,1,-1,6
COC(=O)C1CCN(c2cc(=O)n(C3CCCCC3)c(=O)[nH]2)CC1,-1,3.7,-10,-6,-4,-3,-1,-2,-3
O=S(=O)(c1cccs1)N1CCC2(CC1)OCCO2,1,-1.0,-2,-1,5,5,1,0,4
COc1ccc(S(=O)(=O)Nc2ccc(S(=O)(=O)N3CCOCC3)cc2)cc1,-3,3.4,1,-2,3,1,2,2,-2
CC(C)c1ccc(N(CC(=O)NCC2CCCO2)C(=O)Cn2nnc(-c3cccs3)n2)cc1 (configuration not stated),6,3.0,4,-4,-6,-1,-2,-2,8
COc1ccc(C(=O)NC(C(=O)NCC2CCCO2)C(C)C)cc1 (configuration not stated),0,-1.6,3,-2,2,4,6,-2,6
Cc1ccc(SC(C)C(=O)Nc2ccccc2C(=O)N2CCOCC2)cc1 (configuration not stated),1,-3.7,-1,4,-5,-1,8,-4,7
Cc1c(-c2ccc(Br)cc2)[n+](=O)c2c(n1[O-])CCCC2,1,-0.8,-4,-2,-6,4,3,4,6
CCOC(=O)Nc1ccc2c(CN3CCN(S(=O)(=O)c4ccc(C(C)C)cc4)CC3)cc(=O)oc2c1,-1,nt,0,-3,nt,5,nt,nt,1
CC(C)=N/N=C(\c1cccc([N+](=O)[O-])c1)C12CN3CN(CN(C3)C1)C2,4,-1.9,1,-1,0,2,-2,1,2
Cc1cc(-c2nnc(-c3cc4ccccc4oc3=O)o2)c(C)n1-c1ccccc1,6,-0.3,-2,-29,-4,0,-6,2,1
CC1=C(C)C(=O)N(c2ccccn2)C1=O,-1,-1.6,-8,-6,-1,3,6,0,-6
COc1ccc(-n2c(=O)[nH]cc(C(=O)Nc3ccc4c(c3)OCCO4)c2=O)cc1,3,-4.2,0,3,0,3,4,4,2
Cc1cc([N+](=O)[O-])ccc1NC(=O)c1ccc(NC(=O)C(C)C)cc1,-1,0.7,1,-3,3,3,4,-3,0
Cc1ccc(OCC(=O)NNC(=O)CCc2ccccc2)cc1,2,-0.2,2,2,3,1,-3,3,0
COc1ccc(NC(=O)C2CC(c3c(F)cccc3Cl)=NO2)cc1OC (configuration not stated),4,1.4,-3,-1,-3,15,-5,-3,8
Cc1cc(C)nc(NS(=O)(=O)c2ccc(NC(=O)CCN3C(=O)c4ccccc4C3=O)cc2)n1,-8,-0.4,0,-2,-2,1,0,-1,4
CCc1nc2ccccc2[nH]1,0,0.6,-3,2,0,11,2,-5,4
O=C(NNC(=O)c1cc(-c2ccncc2)nc2ccccc12)Nc1ccc(F)cc1,4,0.1,-2,-5,-5,5,5,1,8
C/C(=N\NC(=O)CCCC(=O)O)c1c(-c2ccccc2)c2cc(Cl)ccc2[nH]c1=O,0,-0.3,1,-10,-2,-4,8,-1,1
CCN(CC)S(=O)(=O)c1ccc2oc(C(=O)NCC3COc4ccccc4O3)c(C)c2c1 (configuration not stated),2,0.4,-4,-3,-2,7,-9,-4,4
Cc1nnc2ccc(-c3cccc(NS(C)(=O)=O)c3)nn12,4,0.8,2,3,1,12,4,-4,4
O=C(NN1CCCCC1)c1ccccc1,10,-1.4,-2,-7,-7,-11,-8,1,-3
CCOC(=O)c1c(NC(=O)CSc2nnnn2-c2ccc3c(c2)OCCO3)sc(C)c1C,5,-1.1,0,3,-6,3,12,1,-2
c1ccc2c(c1)nc(N1CCOCC1)c1nncn12,0,1.3,2,0,1,4,-6,-4,3
CCN1C(=O)N[C@@H](c2ccccc2)[C@H](C(=O)OC)[C@H]1C,2,-1.7,1,3,1,-8,-2,-2,-3

# The list continues.
SMILES,GLD-1 RNA inh,MEX-5 binding,PAD4 FP inh,PME-1 inh,Fam108B inh,MCL1 BIM primary,GSTO1 inh,TPT1 inh,BCLXL inh
CSc1nc2ccc(NC(=O)c3c(F)cccc3F)cc2s1,-2,-0.2,-3,3,-6,-3,-8,1,1
O=C(c1cccc2ccccc12)C1CCCN(C(=O)C2CCOCC2)C1 (configuration not stated),6,-0.2,-1,2,1,2,-2,-1,2
CC(NC(=O)c1ccc(Br)o1)c1ccccc1 (configuration not stated),3,-0.9,-4,-1,-3,2,-6,4,1
CCOc1ccc(NC(=O)c2cc(S(=O)(=O)N3CCOCC3)cn2C)cc1,-5,1.8,-5,-6,-5,-11,-1,-3,-10
COc1ccc(S(=O)(=O)NC2CCCC2)cc1NC(C)=O,2,1.4,1,5,-1,7,4,0,0
Cc1occc1C(=O)Nc1cccc(Cl)c1Cl,4,0.9,-5,-7,-1,0,5,2,3
COc1ccc(Cn2c(=O)[nH]c3cc(C(=O)NCCCOC(C)C)ccc3c2=O)cc1,4,0.8,2,0,-4,6,-2,-2,4
Cc1ccc(N=C(NOC(=O)c2ccccc2)c2nonc2N)c(C)c1,3,-0.4,3,7,-14,2,-6,1,-2
O=C(CC1C(=O)NCCN1Cc1ccc(F)cc1)NCCCn1cccn1 (configuration not stated),15,-2.5,-4,1,-2,15,2,-4,13
CCOC(=O)N1CCN(c2nc(-c3cccc(OC)c3)cc(C(F)(F)F)n2)CC1,0,-0.5,-3,-3,3,6,2,-1,7
CCOC(=O)Cc1csc(NC(=O)CSc2nccn2C)n1,7,-4.2,-2,6,4,-4,4,3,-5
Clc1ccccc1Nc1c2c(nc3ncnn13)CCC2,0,-1.9,-2,6,-3,3,-5,-2,4
O=C(CCc1nnc2ccc(NCc3ccco3)nn12)N1CCN(c2ccc(F)cc2)CC1,3,0.1,-1,-7,-1,-1,-3,4,0
O=C1CCN(C(=O)c2ccccc2)C2CCCCC12 (configuration not stated),5,2.1,0,2,-1,3,-2,1,-1
CCOC(=O)c1cnc2cc(-c3ccc(C(C)(C)C)cc3)nn2c1N,1,0.5,0,-16,4,0,2,-2,4
CCOc1ccccc1NS(=O)(=O)c1cn(C)nc1C,5,-0.9,-4,4,-1,1,2,-2,3
COc1ccc(OC)c(C(=O)c2ccc(C(=O)c3cc(OC)ccc3OC)cc2)c1,0,0.8,-2,-6,-5,6,-1,-4,3
O=C(NCCCc1nc2ccccc2[nH]1)c1ccco1,-1,1.8,-3,-5,3,2,16,-1,3
Cc1cc(C)c(NC(=O)CSc2nc(=O)n(CCN3CCOCC3)c3c2CCCC3)c(C)c1,4,-1.8,3,3,2,11,0,-1,8
CCCOc1ccc(N2C(=O)CC(N(CCc3ccc(OC)cc3)C(=O)c3ccccc3)C2=O)cc1 (configuration not stated),-2,1.8,-4,-4,-2,3,-4,1,4
COc1ccccc1C(C)NC(=O)C1CCN(S(=O)(=O)c2cccs2)CC1 (configuration not stated),-2,nt,0,1,nt,1,nt,nt,-2
COc1ccc(OC)c(C2=NS(=O)(=O)N(C)C(C(=O)NCc3cccs3)=C2)c1,-2,-1.6,0,18,0,-6,-3,-3,6
Cc1cc(C)c2cc(CN(CCO)C(=O)NC3CCCCC3)c(=O)[nH]c2c1,2,-0.9,6,0,5,6,-1,-5,4
C=C(C)C(=O)NNc1ccccc1,8,-0.2,-9,-4,5,-6,3,2,0
CCOC(=O)C1(Cc2cccc(F)c2)CCN(CC2CC2)CC1,1,-0.3,-4,1,3,-3,1,3,-3
Cc1ccc2[nH]c(=O)c(CNS(=O)(=O)c3ccccc3)c(-c3ccccc3)c2c1,5,-1.1,3,-2,-3,6,-6,1,3
